# Screening results: PubChem BioAssay, several laboratories
# HIF-2a inh – HIF-2a reporter inhibitors, primary screen, luminescence, 786-0 RCC cells | 0.72% of 360,000 active | inhibition, % at 18.8 µM | 786-0 RCC cells HIF-2a reporter, luciferase luminescence, overnight;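 active means inhibition of the luminescence signal of 40% or more relative to plate controls, in a single-dose primary screen at 18.75 µM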
# Granule exo inh – LAMP-1 surface exposure blockers, TALL-104 cells – cell-based, flow cytometry, MLPCN library, primary screen; TALL-104 LAMP-1 surface exposure; cells stimulated with thapsigargin and PMA; inhibition, % at 10 µM; 0.66% of 360,000 active;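 active means inhibition above about 55%, limit read from the data; inconclusive means no clear call, values can overlap the other calls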
# Peg3 prom inh – Peg3 promoter-driven luciferase inhibitors, primary screen, cell-based, HeLa, luciferase luminescence; HeLa PEG-Prom luciferase reporter, overnight; inhibition, % at 20 µM; 1.7% of 360,000 active;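 active means inhibition of at least 50% at 20 µM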
# NR2E3 ag-1 – NR2E3 agonists in two-hybrid cells, primary screen, cell-based, luminescence, CHO-S, Gal4-NCOR/VP16-NR2E3. luciferase. AID 602229, 2012. inhibition of corepressor binding, % at 3.98 µM. 0.35% of 360,000 active. Photoreceptor-specific nuclear receptor (Homo sapiens), Q9Y5X4;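 active means inhibition above the mean of all tested compounds plus 3 SD, cut at about 70% in these data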;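 further: 0% = DMSO with NR2E3 transfected cells and 100% = cells lacking NR2E3 construct; higher means lower luciferase signal from less NR2E3 corepressor binding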
# Target sequence (Q9Y5X4 whole entry, looked up, the tested form may be a part): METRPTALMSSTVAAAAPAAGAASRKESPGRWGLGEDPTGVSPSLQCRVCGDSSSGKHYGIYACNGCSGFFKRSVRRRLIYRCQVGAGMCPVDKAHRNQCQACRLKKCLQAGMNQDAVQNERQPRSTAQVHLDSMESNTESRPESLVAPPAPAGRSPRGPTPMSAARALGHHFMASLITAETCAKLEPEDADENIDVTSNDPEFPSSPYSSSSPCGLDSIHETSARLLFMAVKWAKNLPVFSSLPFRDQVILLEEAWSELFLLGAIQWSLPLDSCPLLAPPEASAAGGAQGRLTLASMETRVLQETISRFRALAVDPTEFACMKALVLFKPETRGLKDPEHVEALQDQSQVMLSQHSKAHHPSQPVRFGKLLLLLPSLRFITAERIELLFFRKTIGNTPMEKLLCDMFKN
# NR2E3 ag-2 – inhibitors of NR2E3-RetCOR corepressor binding, primary screen, NR2E3 agonist project, biochemical, TR-FRET, GST-NR2E3, biotin-RetCOR; Photoreceptor-specific nuclear receptor (Homo sapiens), Q9Y5X4; 1536-well; inhibition of corepressor binding, % at 4.78 µM; 0.12% of 320,000 active; AID 2300, 2010;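 active means percent inhibition above the cutoff of mean plus 3 SD of all tested compounds, set per screening campaign, cut at about 20% in these data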;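 further: 0% = DMSO wells and 100% = biotin wells as full block of FRET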
#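 System: GST-tagged NR2E3 plus biotinylated RetCOR corepressor; Amount: 1.35 nM GST-tagged NR2E3 final; Dosing: single nominal compound dose of 4.8 µM; Schedule: 5 h incubation at 4 °C; Technique: TR-FRET with europium anti-GST and streptavidin-D2, 340 nm excitation; Controls: biotin wells as high control, 0.6% DMSO wells as low control.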
# aDG glyco up – activators of alpha-DG glycosylation, primary screen, uHTS, Pro5-aDG cells, AlphaScreen | alpha-DG glycosylation AlphaScreen (IIH6); 0% Pro5, 100% B10-LARGE cell signal | activation, % at 10 µM | 0.22% of 360,000 active;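 active means activation of at least 8% versus controls, or a plate z-score of at least 8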;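 further: Pro5 are CHO cells carrying HIG-tagged alpha-DG that lacks glycosylation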
# MITF TRPM1 inh – inhibitors of MITF-dependent TRPM1 promoter reporter, primary screen, cell-based, SK-MEL-5, single point, luciferase; 0.83% of 330,000 active; SK-MEL-5 TRPM1 promoter luciferase, 24 h; AID 488899, 2010; inhibition, % at 12.5 µM;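 active means mean inhibition across replicates of 60% or more, whatever share of single replicates reaches that level; inconclusive means some that reach 60%, reason not given; inactive means mean inhibition across replicates below 60%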; further: values of inactives mirror those of a sister screen read the other way
# CaV13 ICDI inh – Disruptors of the CACNA1D IQ motif to Ca2+-dependent inactivation inhibitor domain association, primary screening, Förster resonance energy transfer in intact living …. 0.098% of 340,000 active. AID 743397. inhibition, % at 12.3 µM. HEK cells, CFP/YFP FRET ICDI-IQ, plate reader, 10 min; percent FRET-ratio fall versus neutral wells;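 active means mean replicate inhibition of at least 30% and at least 1% of replicates passing that level; inconclusive means only one of the two criteria is met; inactive means neither criterion is met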;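 further: 0% = median of the neutral control wells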
# iPSC survival up – enhancers of single-cell hiPSC survival, primary screen, ATPlite luminescence. 100% = ROCK inhibitor wells, 0% = DMSO. AID 602274, 2012. survival enhancement, % at 20 µM. 0.044% of 360,000 active; in the data active means survival enhancement above about 18%;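 further: cells exposed to compounds for 16 hours before the ATP read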
# Vif inh – HIV Vif self-association inhibitors, primary screen, imaging, HEK293T, single point | inhibition, % at 7.49 µM | HEK293T cells, Vif self-association by quenched fluorescence, 24 h | AID 602346, 2012 | 0.35% of 340,000 active; in the data active means inhibition above about 50%, passing the limit was not always enough; inconclusive means no clear call, values can overlap the other calls; inactive means below about 31%; further: some results filed as inactive read as strong as hits
# PDI inh – inhibitors of human PDI, primary screen, biochemical, turbidity, single point, plate reader; Protein disulfide-isomerase (Homo sapiens), P07237; PDI insulin aggregation turbidity, A650, 90 min; inhibition, % at 10 µM; 0.052% of 350,000 active; AID 588391, 2011;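 active means mean inhibition across replicates of 30% or more, whatever share of single replicates reach that level; inconclusive means mean inhibition below 30% while every single replicate reaches 30%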;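 further: absorbance from insulin aggregation driven by PDI reduction with DTT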
# Target sequence (P07237 whole entry, looked up): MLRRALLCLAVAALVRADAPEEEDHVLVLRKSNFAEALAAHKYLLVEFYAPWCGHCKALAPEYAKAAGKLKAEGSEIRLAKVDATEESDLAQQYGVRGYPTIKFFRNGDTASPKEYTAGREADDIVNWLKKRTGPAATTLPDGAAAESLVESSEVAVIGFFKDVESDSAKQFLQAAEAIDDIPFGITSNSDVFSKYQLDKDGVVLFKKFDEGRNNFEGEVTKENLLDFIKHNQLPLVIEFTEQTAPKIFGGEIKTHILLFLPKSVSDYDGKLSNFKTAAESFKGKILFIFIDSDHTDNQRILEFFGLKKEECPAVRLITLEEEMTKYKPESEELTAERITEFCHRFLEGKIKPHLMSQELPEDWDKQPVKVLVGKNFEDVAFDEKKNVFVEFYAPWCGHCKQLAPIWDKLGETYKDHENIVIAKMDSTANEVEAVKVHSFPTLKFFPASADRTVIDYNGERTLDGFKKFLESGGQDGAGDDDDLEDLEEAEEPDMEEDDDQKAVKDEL
# * = called active by the depositor; ? = inconclusive; / = not tested or not shown. Hits appear at their usual frequency; any-hit rate near 3.5%.
SMILES,HIF-2a inh,Granule exo inh,Peg3 prom inh,NR2E3 ag-1,NR2E3 ag-2,aDG glyco up,MITF TRPM1 inh,CaV13 ICDI inh,iPSC survival up,Vif inh,PDI inh
O=C(NCc1cccc(Cl)c1)c1ccc2c(c1)SC1=NS(=O)(=O)CCN12,6,0,13,-10,-5,-0.1,-6,-6,-0.2,19,-7
O=c1oc2ccccc2n1Cc1ccccc1,3,0,20,-20,2,-0.1,-30,6,0.9,1,0
CCC(C(=O)OCC(=O)c1ccc(OC)cc1OC)c1ccccc1 (configuration not stated),-145,-2,-101,-21,-2,0.8,-57,-2,-2.2,10,17
CCC(=O)Nc1sc2c(c1C(=O)OC)CCN(Cc1ccccc1)C2,-13,-5,19,-3,1,0.2,/,-7,12,7,/
COc1ccc(CC(=O)NCCS(=O)(=O)N2CCN(c3ccccc3)CC2)cc1OC,26,-4,13,11,0,0.2,1,-7,0.9,2,0
CCN(CC)c1nc2c(c(=O)[nH]c(=O)n2C)n1Cc1ccccc1Cl,11,-5,5,0,-2,0.0,-7,-5,0.4,-5,17
Cc1cc(C(F)(F)F)nc(NCc2cccnc2)n1,19,4,15,-2,19,0.0,-6,-4,0.0,-1,-9
COC(=O)[C@@H](CC(C)C)NS(=O)(=O)N(Cc1ccccc1)[C@@H](CC(C)C)C(=O)OC,15,-4,10,-22,1,0.1,9,-6,-4.6,-7,-2
COc1ccc(C(=O)NCC2OCCc3ccccc32)cc1 (configuration not stated),-103,-1,-76,-16,2,0.2,-38,-6,-2.3,-7,0
OCc1ccccc1NC(=S)Nc1cccnc1,-14,-2,-18,0,0,-0.1,-9,-5,2.0,-8,1
Cc1ccc(C)c(NC(=O)c2nc(Cl)ccc2Cl)c1,-82,-1,-93,-51,1,-0.2,-6,3,-0.1,-6,11
COc1ccc(NC(=O)CSc2ccccc2)c([N+](=O)[O-])c1,-257,-8,-220,-14,5,0.1,-84,-2,1.4,22,-12
CC1CCCCC1NC(=O)COC(=O)c1c2c(nc3ccccc13)/C(=C/c1ccco1)CC2 (configuration not stated),-4,-1,-19,-7,0,0.2,6,-12,1.5,-8,0
CC(C)Oc1ccc(C(=O)OC(C)C(=O)NC2CCCCC2C)cc1 (configuration not stated),-5,-2,11,-9,7,-0.2,11,-8,-0.5,-7,-15
CC(=O)c1cccc(NC(=S)NC(=O)CC(C)(C)C)c1,-75,7,-56,-53,3,-0.1,-11,-5,-0.9,-2,-4
Cc1cc(N=Cc2c(O)n(-c3cccc(Cl)c3)c(=O)c3ccccc23)no1,6,7,21,3,-2,-0.4,1,-6,0.9,-6,-4
COc1cc(/C=C2/SC(=S)N(Cc3ccccc3)C2=O)ccc1OCC(=O)O,-15,-15,-6,-9,-1,0.0,-11,-22,0.9,1,13
O=C1CC(c2ccco2)CC2=C1C=Nc1ccccc1N2 (configuration not stated),14,1,-10,-11,2,0.4,9,/,2.7,2,-4
COc1ccc(C2=NO[C@@H]3C(=O)N(c4cccc(C)c4C)C(=O)[C@H]23)cc1OC,28,0,2,-16,-2,-0.2,-5,-3,1.6,1,7
Cc1cc(/C=C(\C#N)C(=O)NCc2cccs2)c(C)n1-c1ccc([N+](=O)[O-])cc1,-12,-2,18,7,2,-0.4,2,-8,3.6,0,-1
COc1ccc(-n2nc(C(=O)NCC(=O)N3CCCC3)c3ccccc3c2=O)cc1Cl,-1,8,-18,-20,8,0.0,/,-3,-0.7,?,3
O=C(NCC(c1cccs1)N1CCOCC1)c1ccc(Cl)nc1 (configuration not stated),4,-1,5,14,1,0.3,8,-5,-0.5,-1,2
O=C(CCS(=O)(=O)c1ccc(Cl)cc1)OCC(=O)N1CCCCC1,4,-4,15,15,2,0.0,3,-6,1.7,1,0
CC(C)CCNC(=O)Cn1c2c(c(-c3ccccc3Cl)cc1=O)CCC2,14,-1,22,0,-4,0.1,/,-8,-1.7,-6,/
CC1CN(C(=O)COC(=O)c2c(Cl)cccc2Cl)CC(C)O1 (configuration not stated),-5,-3,-1,3,5,0.5,-11,-4,2.8,3,3
O=C(/C=C/c1cc2ccccc2o1)c1ccccc1O,-125,0,-158,-33,-3,-0.1,-84,-3,-0.6,-5,-8
COc1ccccc1NC(=O)CN1CCN(C(=O)C2CCCO2)CC1 (configuration not stated),4,0,17,-36,3,0.1,12,-2,0.0,-13,3
CCC1(C)Cc2c(sc3nc(SC)nc(N)c23)CO1 (configuration not stated),-46,6,-12,10,2,0.0,-8,-5,7.8,11,-1
Cc1cccc(C(=O)NCCc2nnc(SCC(=O)Nc3nc(C)cs3)n2C)c1,-3,-1,0,-16,-2,0.1,11,-3,-0.1,-2,-11
CC(=O)c1ccc(S(=O)(=O)NCCc2csc(-c3cccnc3)n2)cc1,-1,-1,8,-17,0,-0.1,3,/,-0.4,-3,-2
O=C(COc1ccc(F)cc1Cl)Nc1cccc(S(=O)(=O)N2CCCC2)c1,-63,-7,-63,-17,3,-0.1,-31,-2,-0.9,/,8
COCCn1c(C)cc(C(=O)COC(=O)c2n[nH]c3ccccc23)c1C,47*,0,-10,-86,-1,0.8,-2,-6,-4.5,-12,-2
COC(=O)c1cc(NC(=O)c2ccccc2)c(=O)oc1/C=C/Nc1ccc(Oc2ccccc2)cc1,-9,0,6,11,/,-0.3,-1,-5,-0.6,10,-2
COC(=O)/C=C1\SC(N2CCOCC2)=C(c2ccc(OC)cc2)C1=O,13,1,15,-11,-4,-0.1,2,-4,1.1,1,5
CCc1ccc(OC2(C)CCN(Cc3ccc4c(c3)OCCO4)C2)cc1 (configuration not stated),11,22,5,-10,/,0.2,/,-2,-1.4,2,-17
Cc1ccc2nc(SCC(=O)Nc3cc(C(C)(C)C)nn3-c3ccccc3)[nH]c2c1,19,7,25,-25,1,0.2,-12,-3,4.2,4,12
O=C(O)c1ccn(Cn2cnc3ccccc32)n1,9,-2,12,-20,-2,-0.1,12,-1,7.0,-3,-3
COc1ccccc1NC(=S)NCC1CCC(CNC(=S)Nc2ccccc2OC)CC1 (configuration not stated),10,-6,0,-3,-1,0.1,7,-14,-0.5,-20,-33
CC(=Nc1cccc(C)c1)c1sc2ccccc2c1O,-285,-3,-274,-112,0,0.0,-44,/,-3.0,/,-3
CN1C[C@@H]2[C@@H]3C(=O)N(Cc4ccccc4)C(=O)[C@@H]3[C@](Cc3ccccc3)(C1=O)N2C(=O)c1ccc(Br)cc1,4,-4,-21,-3,/,0.2,3,-10,5.6,4,-1
C=CCNC(=S)N/N=C(\C)c1cccc(NC(C)=O)c1,15,-2,14,-3,-1,0.2,1,2,6.1,-1,4
CC(=O)OC(C(=O)NC1CCCCC1)c1cccc(C)c1 (configuration not stated),9,0,5,-7,2,4.2,3,-8,0.2,-3,3
O=C(CC(CC(=O)c1ccccc1)c1ccccc1)c1ccccc1,-5,16,3,5,-2,0.0,1,-19,0.3,-4,2
CC(C)(O)c1cc2ccc(C#Cc3ccsc3)cc2c(=O)o1,-274,0,-286,-99,-1,0.5,-65,-6,-2.6,-1,2
Cc1cc(C)c(OCC(=O)OCC(=O)NCc2ccco2)c(C)c1,6,-2,16,22,/,0.2,/,-6,-2.9,/,-5
Cc1csc(SCC(=O)Nc2ccc(CC#N)cc2)n1,3,3,-5,-10,/,-0.3,/,-5,3.7,1,12
O=C(c1ccccc1)N1CCCC(C(=O)N2CCCCCC2)C1 (configuration not stated),26,4,13,19,-1,-0.2,-4,-4,1.9,-1,1
CCOC(=O)c1c(C)[nH]c(C)c1S(=O)(=O)NCc1ccc(OCC)cc1,21,-4,22,6,-2,0.1,18,-2,-0.3,26,-1
Cc1ccc(SCc2[nH]nc3c2C2(CCSCC2)C(C#N)=C(N)O3)cc1,2,0,0,-2,0,0.3,5,/,-1.6,6,1
CCN(CC)S(=O)(=O)c1cccc(NC(=O)CSc2nnc(N)s2)c1,15,1,1,0,1,-0.2,2,1,0.3,1,-8
# (list continues)
SMILES,HIF-2a inh,Granule exo inh,Peg3 prom inh,NR2E3 ag-1,NR2E3 ag-2,aDG glyco up,MITF TRPM1 inh,CaV13 ICDI inh,iPSC survival up,Vif inh,PDI inh
O=C(CCC(=O)N1CCSc2ccccc21)NCc1ccc(Cl)cc1,6,-1,-4,4,4,0.2,/,-7,0.3,19,/
CCCCC(CCC(=O)O)(C(=O)OCC)c1csc(Nc2ccccc2)n1 (configuration not stated),13,5,6,-15,1,-0.3,-3,/,-1.0,16,17
COc1ccc(/C=C/C(=O)Nc2c(C(=O)O)[nH]c3ccccc23)cc1OC,6,-3,3,-7,4,-0.1,16,-6,0.0,9,6
CC1CCCCC1NC(=O)CNC(=O)c1ccco1 (configuration not stated),11,14,5,-23,2,0.0,-11,-4,-0.1,/,11
COc1ccc(C(CNC(=O)c2ccc(S(=O)(=O)Nc3ccccc3OC)cc2)N2CCCC2)cc1 (configuration not stated),-2,0,23,-41,/,0.1,-41,-2,-0.5,17,3
Cc1noc(C)c1S(=O)(=O)N1CCCCC1,4,0,18,-25,0,-0.1,5,-8,0.6,-8,2
CN(CC(=O)Nc1cccc(F)c1)C(=O)c1ccc(-n2cncn2)c([N+](=O)[O-])c1,-12,15,19,-21,1,-0.2,3,-7,-0.4,0,1
CCC1CCc2c(sc(NC(=O)c3cnccn3)c2C(N)=O)C1 (configuration not stated),-11,2,-87,-10,-1,0.0,-26,-6,-0.4,-2,5
O=C(NCCN1CCCC1)c1ccc(Cn2c(=S)[nH]c3ccc(Br)cc3c2=O)cc1,9,8,-20,-14,-1,0.3,-1,-5,0.9,1,-1
Cc1[nH]c2ccccc2c1N=Nc1ccccc1C(=O)O,-5,-1,-17,-46,0,-0.1,15,-5,0.6,7,1
COc1ccc(/C=N/n2cncn2)cc1Cn1nc(C)c([N+](=O)[O-])c1C,26,-4,-5,-2,0,0.0,2,/,0.5,-1,2
Cc1oc(-c2ccccc2Cl)nc1CN1CCCN(C(=O)c2ccco2)CC1,13,-3,15,-9,2,-0.4,5,-4,1.8,-13,-2
Cc1ccnc(NC(c2ccccc2)c2ccc3cccnc3c2O)c1 (configuration not stated),16,27,21,-29,/,0.7,31,-7,-3.7,21,2
